ST2 inh: inhibitors of human ST2 (IL1RL1) binding to IL-33, primary screen, biochemical, AlphaLISA; 78,000 compounds, 2.3% hits; inhibition, % for hits at 17 µM; AlphaLISA ST2-Fc/biotin-IL-33 interaction, 1 h; Interleukin-1 receptor-like 1 (Homo sapiens), Q01638; in the data active means inhibition above about 30%; inconclusive means mostly about 10% to 28%
Target sequence (Q01638 whole entry, looked up): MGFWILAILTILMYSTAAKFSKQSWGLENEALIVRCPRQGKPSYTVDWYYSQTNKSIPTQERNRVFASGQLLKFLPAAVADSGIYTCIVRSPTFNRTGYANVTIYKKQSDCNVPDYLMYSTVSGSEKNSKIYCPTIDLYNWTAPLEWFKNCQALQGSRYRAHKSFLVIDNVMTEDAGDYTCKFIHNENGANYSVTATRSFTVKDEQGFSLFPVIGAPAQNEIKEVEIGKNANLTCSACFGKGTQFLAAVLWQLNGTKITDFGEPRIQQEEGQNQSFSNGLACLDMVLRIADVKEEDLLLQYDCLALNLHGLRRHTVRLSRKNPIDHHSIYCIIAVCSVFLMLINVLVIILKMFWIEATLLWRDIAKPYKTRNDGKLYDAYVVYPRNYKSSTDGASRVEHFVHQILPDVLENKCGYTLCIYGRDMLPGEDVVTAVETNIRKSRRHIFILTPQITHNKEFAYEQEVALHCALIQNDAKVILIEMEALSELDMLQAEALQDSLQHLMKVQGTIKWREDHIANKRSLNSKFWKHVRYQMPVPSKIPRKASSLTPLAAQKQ
* hit, by the source's call; i = inactive; u = inconclusive; ! = repeats disagree. Some of the compounds tested; the hit share may differ from the screen's.

SMILES	ST2 inh
COc1ccc2[nH]c(=O)c(CN3C[C@H](O)[C@@H](N4CCN(C)CC4)C3)cc2c1	u
CC1(O)CC(c2ccccc2)SC(c2ccccc2)C1 (centres undefined)	i
COc1ccc(-n2nc3c(c2NC(=O)c2cccc(OC)c2OC)CS(=O)C3)cc1 (centres undefined)	i
O=c1[nH]c2ccc(S(=O)(=O)Nc3ccc(OC(F)(F)F)cc3)cc2o1	u
CC(C(=O)NCC(C)(C)N1CCOCC1)N(c1ccccc1)S(C)(=O)=O (centres undefined)	u
Cn1c(=O)cc2c3c(c(N4CCCCC4)ccc31)C(=O)c1ccccc1-2	44%*
CN1C[C@@H](NC(=O)Nc2ccccc2)C[C@H]1c1nc(-c2ccccc2)no1	i
COc1ccc(C2C(=C(O)c3ccc(Cl)cc3)C(=O)C(=O)N2CCCN(C)C)c(OC)c1 (centres undefined)	i
O=C(Nc1cnc2n1CCCC2)c1cc2ccccc2o1	i
CC(C)c1cc(C(C)C)c(S(=O)(=O)NCCCN(C)C)c(C(C)C)c1	i
CCC(=O)N1CCc2cc(S(=O)(=O)NC(C(=O)NCC3CCCO3)C(C)C)ccc21 (centres undefined)	i
CCC(Sc1nc2c(c(=O)n1-c1ccc(C)cc1)SCC2)C(=O)OC (centres undefined)	u
O=C1CCC(C(=O)N2CCSCC2)CN1Cc1ccccn1 (centres undefined)	i
COc1ccc(OC)c(S(=O)(=O)N[C@H]2CO[C@H]3[C@@H]2OC[C@H]3OC(=O)Nc2ccc(C(C)=O)cc2)c1	i
COc1ccc(-c2noc(CN3CCC(N4C[C@@H](C)O[C@@H](C)C4)CC3)n2)cc1	i
CC1CC(C)(C)N(C(=O)Nc2cccc(Cl)c2)c2ccccc21 (centres undefined)	u
N#Cc1c(-c2ccccc2)cc(-c2cccc(Br)c2)nc1N	i
Cn1cc(CNCc2ccc3[nH]c4c(c3c2)CCCCCC4)cn1	u
CCC(=O)CSC1=C(C#N)C(c2ccc(Cl)cc2)C(C(C)=O)=C(C)N1 (centres undefined)	u
COc1cc(/C=C2\Sc3ccccc3C2=O)cc([N+](=O)[O-])c1O	30%*
COc1ccc(CN[C@H]2[C@H](O)[C@@H](N(C)CCN(C)C)[C@@H]3OC[C@H]2O3)cc1	i
Cc1ccc(CN2CCN(C(=O)C3CCC(O)CC3)C(C)C2=O)cc1 (centres undefined)	u
CCN(C/C=C/c1ccccc1)C(=O)c1ccc(NC(C)=O)cc1	i
NS(=O)(=O)c1ccc(CCNC(=O)c2cccn3c(=O)c4cc5ccccc5cc4nc23)cc1	u
COc1cc(-c2[nH]nc3c2C(c2c(F)cccc2Cl)C(C#N)=C(N)O3)cc(OC)c1OC (centres undefined)	i

(list continues)
SMILES	ST2 inh
CCc1nc(=O)c(-c2ccccc2)c(C)n1-c1ccccc1	i
c1ccc2c3c([nH]c2c1)CN(Cc1cc2n(n1)CCNC2)CC3	i
O=S(=O)(Nc1c(F)c(F)cc(F)c1F)c1ccc(Cl)cc1	i
Nc1n[nH]c(-c2ccc([N+](=O)[O-])cc2)n1	u
CN(C)CCN1C(=O)C(=O)C(=C(O)c2ccc(S(=O)(=O)N(C)C)cc2)C1c1cccnc1 (centres undefined)	i
Cc1cc(C)c2c(=O)cc(C3C(=O)c4ccccc4C3=O)[nH]c2c1	i
CCc1ccc(NC(=O)CSc2nnc(-c3ccc(N)cc3)n2C)cc1	u
CCCCOc1ccc(C2CC(=O)Nc3cc(N4CCNC4=O)ccc32)cc1 (centres undefined)	i
Cc1ccc(S(=O)(=O)Nc2ccc(OC(C)C)cc2)cc1	i
COc1ccc2cc3cc(C(=O)Nc4ccccc4F)oc3nc2c1	u
COc1ccc(-c2nc(NC3CCCCC3)c3ccccc3n2)cc1OC	i
CCOC(=O)C1=C(CN(CC)CC)N(C)C(=O)NC1c1ccccc1 (centres undefined)	i
CCC1CN2CCc3cc(OC)c(OC)cc3C2CC1CC1=NCCc2cc(OC)c(OC)cc21 (centres undefined)	i
Cc1cccc(C2CC(c3ccccc3)Nc3nc(N)nn32)c1 (centres undefined)	u
N#CC1=C(SCc2ccccc2)NC(=O)CC1c1ccc(Cl)cc1 (centres undefined)	i
O=c1c2cnn(-c3ccccc3)c2ncn1Cc1ccccc1Cl	i
Nc1ncnc(Sc2nc3ccccc3o2)c1[N+](=O)[O-]	u
Cc1cc(C)n(-c2nc3c(c(=O)[nH]c(=O)n3C)n2Cc2ccc(Cl)cc2)n1	i
CC(=O)c1cc2ccccc2o1	i
Cc1ccc(C2CC(C(F)(F)F)n3nc(C(=O)NCc4cccnc4)c(Cl)c3N2)cc1 (centres undefined)	i
Cc1ccc(-c2noc(COc3ccccc3)n2)cc1	i
CCS(=O)(=O)N1CCCC(C(=O)NCCC(C)C)C1 (centres undefined)	u
COc1ccc2oc(=O)c(-c3nc(-c4ccc5ccccc5c4)cs3)cc2c1	u
CC(C)c1nnc(NC(=O)C(C(C)C)N2C(=O)c3ccccc3C2=O)s1 (centres undefined)	i
O=C(NCC1COc2ccccc2O1)c1ccc(NC(=O)C2CCCO2)cc1 (centres undefined)	u

Quoted at random: 5 compounds from above.
SMILES	ST2 inh
CCc1nc(=O)c(-c2ccccc2)c(C)n1-c1ccccc1	i
COc1ccc(C2C(=C(O)c3ccc(Cl)cc3)C(=O)C(=O)N2CCCN(C)C)c(OC)c1 (centres undefined)	i
CC(C)c1nnc(NC(=O)C(C(C)C)N2C(=O)c3ccccc3C2=O)s1 (centres undefined)	i
O=c1c2cnn(-c3ccccc3)c2ncn1Cc1ccccc1Cl	i
CC(C(=O)NCC(C)(C)N1CCOCC1)N(c1ccccc1)S(C)(=O)=O (centres undefined)	u

Going on with the list.
SMILES	ST2 inh
O=C(c1ccsc1)N1CCC2(CCCN(CC3CCCCC3)C2=O)C1 (centres undefined)	i
CCOc1ccc(NS(=O)(=O)c2ccc(NC(=O)c3ccccc3Br)cc2)cc1	i
COc1cc(-c2ccc(C)s2)cc2c1OCCN(CCc1ccccn1)C2	i
C=CCN(c1nc(C)cc(OC)n1)S(=O)(=O)c1ccccc1	i
O=C(Nc1nc(-c2cc([N+](=O)[O-])cs2)cs1)c1ccc(S(=O)(=O)N2CCCCC2)cc1	u
Cc1ccccc1CN1C(=O)/C(=C/C(=O)NCCCOC(C)C)Sc2ccccc21	u
O=C1Nc2ccccc2N(O)N1c1cccc(C(F)(F)F)c1	i
Cc1cccnc1CC(C)NC(=O)c1c(Cl)c(C(F)(F)F)nn1C (centres undefined)	i
CCOc1ccc(C(=O)NC(C)(C)C)cc1[N+](=O)[O-]	i
Cc1nc2c(c(N(C)Cc3cccc4cnccc34)n1)CNC2	i
O=C(c1ccc(N2CCC(NCc3cccc(OC(F)(F)F)c3)CC2)cc1)N1CCOCC1	u
O=C(Nc1ccc(Oc2ccccc2)nc1)C1CCN(C(=O)C2CCCCO2)CC1 (centres undefined)	u
Cc1csc2ncc(C(=O)NCCc3ccccc3)c(=O)n12	i
CS(=O)(=O)N1CCN(c2cc(-c3cccc(F)c3)ncn2)CC1	i
Cc1ccc(-c2cccc(C(=O)N3CCCC(Nc4ccc5c(c4)OCO5)C3)c2)o1 (centres undefined)	u
COc1ccc(CC(=O)O)cc1S(=O)(=O)N1C[C@@H]2[C@@H]3CC[C@@H](C3)[C@@H]2C1	i
COC[C@H]1CCCN1C(=O)C[C@@H]1O[C@H](CNC(=O)c2ccccc2)[C@@H](O)[C@H]1O	u
COc1ccc(-c2noc([C@@H]3CCCN3Cc3ccc4c(c3)OCO4)n2)cn1	i
CC(C)CC(Nc1nc(-c2cccnc2)nc2c1CNC2)c1ncnn1C (centres undefined)	i
COc1ccc(N2C(=O)CC(N(C)Cc3ccccc3)C2=O)cc1 (centres undefined)	i
Cc1cc(Cl)ccc1OC(C)C(=O)Nc1nncs1 (centres undefined)	i
Cc1cccc2[nH]c(COCC(=O)N3CCC4(CCCNC4)C3)nc12 (centres undefined)	i
Cc1oc2cc(Br)c(OCC(=O)C(C)(C)C)cc2c1C(=O)OC(C)C	i
Cc1nc(C(=O)NCc2csc(-c3ncccn3)n2)cs1	u
Cc1ccccc1-n1ncc(C(C)NC(=O)CCc2c(C)nn(C)c2C)c1C (centres undefined)	i

The list continues.
SMILES	ST2 inh
O=C(Nc1ccc(I)cc1)C1CCN(C(=O)c2ccc(F)cc2)CC1	i
CC(C)(C)c1[nH]nc2c1[C@@H](c1ccccc1[N+](=O)[O-])C(C#N)=C(N)O2	u
COc1ccccc1CC(=O)Nc1cc(C)c(Cl)cc1OC	i
Cc1nc2c(c(NCC3(N4CCOCC4)CCCCCC3)n1)CCNC2	i
COc1ccccc1Nc1nnc(Cc2ccccc2)c(=O)[nH]1	i
C[C@H]1[C@@H]2[C@@H](O)C([C@H](C)C(=O)NCc3cc(F)cc(F)c3)CC[C@@]2(C)CC[C@@H]1NC(=O)c1ccccn1 (some centres undefined)	i
Cc1cc(NCc2ccccc2)nc(-c2ccccc2O)n1	i
CCn1ccnc1CN(C)C(=O)[C@@]12CNC[C@@H]1CN(C(=O)COC)C2	i
CN(CC(=O)NCc1ccccc1F)Cc1nc2ccccc2n1C	i
COc1ccc(-c2nccn2CCc2ccccn2)c(OC)c1	i
CC1=CC2/C=C(\C)CCC(O)C/C=C/C(=O)OC23C(=O)NC(CC(C)C)C3C1C (centres undefined)	u
C=CCSc1nnc2c(n1)OC(c1cccnc1)N(C(C)=O)c1ccccc1-2 (centres undefined)	u
O=C(c1cc(-n2cnnn2)ccc1O)N1CCCC(CCc2ccc(F)cc2)C1 (centres undefined)	u
N#CC1=C(SCC(N)=O)NC(=O)CC1c1cccc(Cl)c1Cl (centres undefined)	i
CCN(CC)c1ccc2cc(C(=O)Nc3ccccc3Cl)c(=N)oc2c1	i
COc1ccccc1C(=O)Nc1ccc(Cl)c(N2CCCS2(=O)=O)c1	i
Cc1cc(C(=O)N2CC[C@H](O)[C@@H](O)C2)ccc1F	i
CC1CCCN(C(=O)CSc2cc(=O)n(C)c3ccccc23)C1 (centres undefined)	i
CCOC(=O)c1cnc2ccccc2c1Nc1ccc(Cl)cc1	i
O=C(CC(c1ccccc1)c1ccccc1F)N1CCC(CO)CC1 (centres undefined)	u
CCCCNc1nnnc2c1sc1nc(N3CCOCC3)c3c(c12)CC(C)(C)OC3	u
O=C(NCc1cccs1)c1cc(-c2ccc(Cl)s2)nc2ccccc12	30%*!
Cc1ccccc1CSC1=NCCN1C(=O)Cc1cccs1	i
CC(Cc1ccco1)NC(=O)C1CCN(c2ccc(-c3cccs3)nn2)CC1 (centres undefined)	i
CCc1cc(C(C)Nc2nc(-c3cccnc3)nc3c2CNC3)on1 (centres undefined)	i

Going on with the list.
SMILES	ST2 inh
Cc1ccccc1-n1nc2c(c1NC(=O)c1c(F)cccc1F)CS(=O)C2 (centres undefined)	i
Cc1ccccc1-c1cccc(C(=O)N2CC3(CCNCC3)CC2C(=O)O)c1 (centres undefined)	i
Oc1ccccc1CN1C[C@H](O)C[C@H]1c1nc(-c2ccc(F)cc2)no1	u
CN(Cc1ccccc1)C(=O)c1cc(-c2cccc(Cl)c2)on1	i
Clc1ccc(-c2nc(NCc3cccnc3)c3ccccc3n2)c(Cl)c1	i
Cc1cc2ncn(S(=O)(=O)c3ccc(Cl)c(C)c3)c2cc1C	u
O=C(C1CC1)N1CCN=C1SCc1ccc(Cl)cc1	i
Cc1ccc(S(=O)(=O)N2CCC(C(=O)NCC3CCCO3)CC2)cc1 (centres undefined)	i
O=C(NCCN1CCOCC1)C1c2ccccc2C(=O)N2CCc3ccccc3C12 (centres undefined)	i
CN1[C@@H](CC(=O)c2ccccc2)CCC[C@H]1C[C@H](O)c1ccccc1	i
COc1ccc(CN2CCN(c3ccc(Cl)cn3)CC2)c(OC)c1OC	i
CC1(c2ccccc2)CC(C)(C)N2C(=O)C(=O)c3cccc1c32 (centres undefined)	33%*
Cc1cc(-c2cc(F)cc3c2OC(CNC(=O)C2CCOC(C)(C)C2)C3)ccc1F (centres undefined)	i
COc1ccc(CCN2C(=O)C3CC=CC(C)C3C2=O)cc1OC (centres undefined)	i
c1ccc2oc(CN3Cc4[nH]cnc4C[C@H]3c3nc(-c4ccc5c(c4)OCO5)no3)cc2c1	61%*
CCCNC(=O)c1ccc(Cn2c(=O)c3cc(OC)c(OC)cc3n(CC(=O)NC(C)C)c2=O)cc1	i
C=CC[C@@H]1CC=C[C@@H](C)N1C(=O)c1cc(C)nc(C)n1	i
O=C1Nc2ccc(Br)cc2C(O)(C(=O)NC2CCCCCCC2)N1c1ccccc1 (centres undefined)	i
CCOc1ccc(NC(=O)c2cc3cc(Br)ccc3oc2=O)cc1	i
CCOC(=O)c1c(C)oc2cc(Br)c(OCC(=O)C(C)(C)C)cc12	i
O=C(Nc1ccc2nc(-c3ccccn3)c(-c3ccccn3)nc2c1)N1CCCC1	u
CCCNC(=O)Cn1nc(C)c([N+](=O)[O-])c1C	i
CCc1ccc(S(=O)(=O)N=C2C=C(Nc3ccccc3OC)C(=O)c3ccccc32)cc1	95%*

Gathered by group: those above with a furan ring, fused or not (eight)
SMILES	ST2 inh
O=C(Nc1cnc2n1CCCC2)c1cc2ccccc2o1	i
COc1ccc2cc3cc(C(=O)Nc4ccccc4F)oc3nc2c1	u
CC(=O)c1cc2ccccc2o1	i
Cc1ccc(-c2cccc(C(=O)N3CCCC(Nc4ccc5c(c4)OCO5)C3)c2)o1 (centres undefined)	u
Cc1oc2cc(Br)c(OCC(=O)C(C)(C)C)cc2c1C(=O)OC(C)C	i
CC(Cc1ccco1)NC(=O)C1CCN(c2ccc(-c3cccs3)nn2)CC1 (centres undefined)	i
c1ccc2oc(CN3Cc4[nH]cnc4C[C@H]3c3nc(-c4ccc5c(c4)OCO5)no3)cc2c1	61%*
CCOC(=O)c1c(C)oc2cc(Br)c(OCC(=O)C(C)(C)C)cc12	i

Two entries from above in a different format.
structure | ST2 inh
Cc1ccccc1CSC1=NCCN1C(=O)Cc1cccs1 | i
CC(Cc1ccco1)NC(=O)C1CCN(c2ccc(-c3cccs3)nn2)CC1 (centres undefined) | i

Screens from PubChem BioAssay.
